Source: PubChem
HEK cytotox – HEK 293 cell cytotoxicity. 94,000 tested, 6.6% active. HEK 293 viability, ATP luminescence (CellTiter-Glo), 48-72 h. AID 1345083. Potency, µM (highest dose often 115 µM), without a hit: top-dose activity change, negative = cytotoxicity, actives largely listed as inhibitors; also: potency is read from the fitted curve at half-maximal effect; nearly all actives have a fitted effect of over 60% in size
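HEK 293 cells at 250 cells/well were exposed to compounds by pintool transfer for 48 or 72 hr at 37 degree Celsius, 5% CO2. Viability was read as ATP-coupled luminescence with CellTiter-Glo after 10 min at room temperature.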
FLuc inh – blocks purified firefly luciferase enzyme activity; P08659; purified P. pyralis luciferase, luminescence, biochemical; Potency, µM (titrated, usually from 115 µM), inactives show at the top dose activity change, negative = inhibition, actives largely listed as inhibitors; 76,000 tested, 2.5% active; AID 1347043; also: potency is read from the fitted curve at half-maximal effect; nearly all actives have a fitted effect of over 65% in size
Target sequence (P08659 whole entry, looked up): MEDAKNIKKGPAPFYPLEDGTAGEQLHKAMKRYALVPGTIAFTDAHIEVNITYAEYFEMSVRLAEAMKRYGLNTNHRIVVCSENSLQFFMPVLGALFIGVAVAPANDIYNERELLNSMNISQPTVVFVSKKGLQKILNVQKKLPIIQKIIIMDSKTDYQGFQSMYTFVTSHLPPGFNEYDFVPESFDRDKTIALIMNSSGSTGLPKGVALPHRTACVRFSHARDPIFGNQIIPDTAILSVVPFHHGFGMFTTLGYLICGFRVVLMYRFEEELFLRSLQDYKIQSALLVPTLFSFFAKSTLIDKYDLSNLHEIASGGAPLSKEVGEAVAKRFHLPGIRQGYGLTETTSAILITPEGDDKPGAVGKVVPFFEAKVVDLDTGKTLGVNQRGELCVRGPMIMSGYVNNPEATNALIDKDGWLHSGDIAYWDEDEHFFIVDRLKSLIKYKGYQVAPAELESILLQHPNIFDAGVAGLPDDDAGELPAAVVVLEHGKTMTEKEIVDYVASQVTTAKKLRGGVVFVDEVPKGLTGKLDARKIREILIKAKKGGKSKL
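Purified P. pyralis luciferase (10nM final) in 50mM Tris acetate pH 7.5, 10mM Mg acetate, 0.01% Tween-20, 0.05% BSA with 10uM D-luciferin and 10uM ATP. Compounds titrated qHTS. Luminescence imaged on CCD.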
SNCA expr inhib – reduces expression of the alpha-synuclein gene | 140,000 tested, 0.17% active | HEK-293 SNCA-luciferase knock-in, luminescence, 24 h | Potency, µM (top dose mostly 57.2 µM), inactives show top-dose activity change, negative = inhibition, hits mostly inhibitors;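 also: potency is read from the fitted curve at half-maximal effect; plate controls were DMSO cells for no effect and cell-free wells for full effect; nearly all actives have a fitted effect of over 45% in size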
IP6K1 inh – inhibitors of human IP6K1; activity change, % (series mostly up to about 58 µM); 140,000 tested, 0.81% active; IP6K1 kinase, ADP-Glo luminescence, 2 h; active compounds read low; in the data active = activity change below about -25%
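ADP-Glo luminescence measures ADP made by human IP6K1 during a 2 h RT reaction with ATP/IP6 (mix at 1.3 mM/130 uM); top library doses 57.5 and 19.1 uM final.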
HEK293 viab – counter-screen for SNCA expression inhibitors: cell viability; AID 1671193; HEK-293-SNCA-luc viability, GF-AFC fluorescence, 24 h; Potency, µM (highest dose often 57.1 µM), without a hit: at the top dose activity change, negative = cytotoxicity, usual class: cytotoxic; 150,000 tested, 0.12% active;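 also: potency is read from the fitted curve at half-maximal effect; 0% = DMSO-treated cells and -100% = medium-only wells without cells; nearly all actives have a fitted effect of over 30% in size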
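HEK-293-SNCA-luc cells (1500/well) plated 24 h, then exposed 24 h to a dilution series; GF-AFC added 30 min at 37C, fluorescence 405/540 nm; normalised to medium-only and DMSO wells, Hill fit.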
GPT2 inhibitor – GPT2 alanine aminotransferase inhibition; Q8TD30; Recombinant GPT2, coupled pyruvate oxidase/HRP Amplex Red fluorescence; Potency, µM (top dose mostly 57.7 µM), for the others: top-dose activity change, negative = inhibition, actives largely listed as inhibitors; 100,000 tested, 0.25% active; AID 1671188; also: potency is read from the fitted curve at half-maximal effect; nearly all actives have a fitted effect of over 60% in size; many of its hits are not listed in these tables
Target sequence (Q8TD30 whole entry, looked up): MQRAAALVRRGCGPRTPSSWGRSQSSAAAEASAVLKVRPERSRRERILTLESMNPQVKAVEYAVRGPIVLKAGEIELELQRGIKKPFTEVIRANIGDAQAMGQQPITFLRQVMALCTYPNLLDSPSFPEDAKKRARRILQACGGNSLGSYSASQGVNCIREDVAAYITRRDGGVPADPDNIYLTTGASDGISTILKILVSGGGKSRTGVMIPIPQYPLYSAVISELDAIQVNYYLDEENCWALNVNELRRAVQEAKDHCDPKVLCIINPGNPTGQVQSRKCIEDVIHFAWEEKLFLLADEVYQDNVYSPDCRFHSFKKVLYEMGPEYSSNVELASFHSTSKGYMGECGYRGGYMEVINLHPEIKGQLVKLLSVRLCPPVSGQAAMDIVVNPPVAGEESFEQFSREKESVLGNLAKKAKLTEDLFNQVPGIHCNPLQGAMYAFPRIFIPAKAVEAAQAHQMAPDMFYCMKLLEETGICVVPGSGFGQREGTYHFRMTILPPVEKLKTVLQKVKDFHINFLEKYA
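Fluorescence read-out: pyruvate from GPT2 turnover coupled to pyruvate oxidase, HRP and Amplex Red (0.2mM ThPP, 0.2U/mL PO and HRP, 50uM Amplex final). Substrates 250uM a-KG, 2mM L-alanine; enzyme 10ng/uL; 30 min RT.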
3T3 cytotox – kills NIH 3T3 cells | NIH 3T3 viability, CellTiter-Glo ATP luminescence, 48-72 h | Potency, µM (titrated, usually from 96.7 µM), for inactives: at the top dose activity change, negative = cytotoxicity, hits mostly inhibitors | 94,000 tested, 4.3% active; also: potency is read from the fitted curve at half-maximal effect; nearly all actives have a fitted effect of over 55% in size
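First NIH 3T3 cells are plated at 400 cells/well; next compound is pinned in; then plates incubate 48 or 72 hr at 37 °C; finally CellTiter-Glo is added and luminescence read after 10 min.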
An asterisk follows results filed as active; i = inactive; u = inconclusive; x = not tested or not shown; [ ] = remark or other dose. Unless noted, calls follow the shape of the dose curve; as a rule, active = well fitted curve in the direction sought with a large enough effect; inconclusive = small, poorly fitted or top-dose-only effect, or another doubt; inactive = no such curve, though single readings can be large; an effect the other way counts as inactive or inconclusive. Unless noted, % is scaled to controls: 0 for no effect and ±100 for the full control effect.

compound | HEK293 viab | GPT2 inhibitor | FLuc inh | SNCA expr inhib | HEK cytotox | IP6K1 inh | 3T3 cytotox
CN(C)[C@@H]1CN(Cc2ccc(F)cc2F)CC[C@@H]1CNC(=O)C1CC1 | 5%[12.5 µM] | -3% | 7% | u | -1% | 24 | -18%
CO[C@H]1C[C@@H]2CC[C@@H](C)[C@@](O)(O2)C(=O)C(=O)N2CCCC[C@H]2C(=O)O[C@H]([C@H](C)C[C@@H]2CC[C@@H](OC(=O)C(C)(CO)CO)[C@H](OC)C2)CC(=O)[C@H](C)/C=C(\C)[C@@H](O)[C@@H](OC)C(=O)[C@H](C)C[C@H](C)/C=C/C=C/C=C/1C | -16% | 2% | x | x | x | 2 | x
COc1ccc(-c2nc3sc(CCNS(=O)(=O)c4c(C)cc(C)cc4C)c(C)n3n2)cc1 | u | x | x | -12% | x | -2 | x
O=C1CSC2(C(=O)N(Cc3cccc(C(F)(F)F)c3)c3ccccc32)N1c1ccc(F)c(F)c1 (centres undefined) | -8% | x | x | -43% | x | -2 | x
COC(=O)[C@@H]1Cc2ncn(Cc3ccc(Cl)cc3)c2CN1S(=O)(=O)c1cccc(C(F)(F)F)c1 | -13% | -19% | -6% | -10% | u | 15 | -18%
N[C@H]1CCN2C(=O)c3cc(-c4ccc(Cl)cc4)ccc3NC(=O)[C@@H]2C1 | -15%[87.6 µM] | i | -19%[172 µM] | 56%[activator][87.6 µM] | 40µM* | 0 | 32µM*
N#Cc1cccc(-c2c(C(=O)NCc3ccccc3F)nc3sccn23)c1 | 5% | i | x | -5% | -28% | 10 | -24%
COc1ccc(N(CC(=O)Nc2cc(OC)cc(OC)c2)S(=O)(=O)c2c(C)noc2C)cc1 | 14% | x | x | 0% | x | -11 | x
CC(C)NC(=O)N1CCCC1C(=O)N1CCC(N2CCCC2=O)CC1 (centres undefined) | u | u | x | 9% | 0% | 7 | -26%
COc1cc(C(=O)Nc2ccc(NC(=O)c3ccc(C(C)(C)C)cc3)cc2)cc(OC)c1OC | -31% | x | x | -7% | x | 7 | x
CC(=O)N1Cc2ccccc2OC2(CCN(C(=O)c3cccc4[nH]ccc34)CC2)C1 | 2% | -17% | x | u | 3% | -6 | 5%
COc1cccc(CNC(=O)c2nc3sccn3c2-c2ccccc2)c1 | 1% | i | x | 7% | u | -8 | u
CCN(CC)CCNC(=O)c1nn(-c2ccc(OC)c(Cl)c2)c(=O)c2c1c1ccccc1n2C | -4% | x | x | -3% | x | -14 | x
COc1ccccc1CCNC(=O)C1CC(c2ccccc2)CN(C(=O)C2CC2)C1 (centres undefined) | u | i | -9% | 12% | 32µM* | 0 | u
Cc1cc(C(=O)N2CCC(=O)N(Cc3ccc(F)cc3)C(C(C)C)C2)n[nH]1 (centres undefined) | 1% | 3%[11.5 µM] | 11% | 4% | -16% | 11 | -20%
COc1cc(NC(=O)Cn2c(-c3ccc(F)cc3)nc(C)c(CCO)c2=O)cc(OC)c1OC | u | i | -6% | 1% | 1% | -2 | -13%
Cc1cc(OCC(=O)NC(Cc2c[nH]c3ccccc23)C(=O)O)ccc1Cl (centres undefined) | -2% | x | x | 68%[activator] | x | 25 | x
Cc1ccc(NC(=O)N2CCN(Cc3nc4ccc(C)cc4o3)CC2)c(Cl)c1 | -2% | x | x | 0% | x | -10 | x
CCOc1ccc(/C=C/C(=O)Nc2ccc3nc(N(CC)CC)cc(C)c3c2)cc1OC | -18% | x | x | 4% | x | -12 | x
CCOc1ccc(OCC)c(NS(=O)(=O)c2cc(-c3cnc(C)o3)ccc2OC)c1 | 2% | x | x | -14% | x | -10 | x
COc1ccc(-c2nsc(NC(=O)c3cccc(OC)c3)n2)cc1 | 5% | x | x | 5% | x | 3 | x
O=C(C[C@H]1NC(=O)c2ccccc2NC1=O)NCCc1ccco1 | -3% | 1% | 3% | -26% | 1% | 1 | i
CN(C(=O)c1cccc2ccccc12)C1CCCN(C2Cc3ccccc3C2)C1 (centres undefined) | -4% | i | 4% | -14% | u | 5 | u
CCc1ccc(NC(=O)CN2C(=O)C(c3ccc(F)cc3)=NC2(C)C)cc1 | -2% | x | x | u | x | 18 | x
Cc1ccc(NC(=O)N2CCCCC2c2noc(COc3ccc(F)cc3)n2)cc1F (centres undefined) | -7% | i | -24% | 10% | 45µM* | -10 | u
COC[C@@H]1CN(Cc2cccc(OC)c2OC)C[C@H]1C(=O)N(C)C | 9% | i | 2% | -18% | -30% | 3 | -14%
CCN1c2cc(C(=O)Nc3cccc(Cl)c3C)ccc2C(=O)N2CCCCCC21 (centres undefined) | 19%[12.5 µM] | i | -6% | -20% | u | 12 | u
COc1ccc(-c2ccc3nnc(CNC(=O)c4cccc(C#N)c4)n3n2)cc1 | -8% | i | 0% | 7% | u | 15 | u
Cc1nn2c(c1-c1cccnc1N1CCOCC1)N(CCc1ccccc1)CCC2 | u | i | 9%[172 µM] | u | 25µM* | 7 | u
CC(=O)N1CCC(C2CCN(Cc3ccccc3F)C2)CC1 (centres undefined) | -2%[12.5 µM] | -25% | -4% | u | -7% | -1 | -2%
CC1CCN=C(N)S1 (centres undefined) | 5% | i | x | 5% | x | x | x
CC1(C)CC[C@]2(C(=O)O)[C@H](O)C[C@]3(C)C(=CCC4[C@@]5(C)CC[C@H](O[C@@H]6O[C@H](CO[C@@H]7OC[C@H](O)[C@H](O)[C@H]7O[C@@H]7OC[C@@H](O)[C@H](O)[C@H]7O)[C@@H](O)[C@H](O)[C@H]6O[C@@H]6O[C@H](CO)[C@@H](O)[C@H](O)[C@H]6O)C(C)(C)C5CC[C@]43C)[C@@H]2C1 (some centres undefined) | -3%[12.5 µM] | 3%[17.1 µM] | x | x | x | 7 | x
Cc1nn(-c2ccccc2)c2c1C(C)N(C1CCN(C(=O)c3ccccc3)C1)C2=O (centres undefined) | x | x | x | x | 45µM* | -1 | u
COCc1nc2nc(-c3ccccc3)c(-c3ccc(O)c(F)c3)cc2n1C | -8%[87.6 µM] | -8%[88.5 µM] | u | -3%[87.6 µM] | u | 14 | u
Cn1nc(C(=O)N2CCN(c3cc(-c4ccccc4)[nH]n3)CC2)c2ccccc21 | -6% | i | 3% | -25% | u | -11 | u
CC1CCN(S(=O)(=O)c2ccc3nc(Nc4cccc(F)c4)ccc3c2)CC1 | u | x | x | -23% | x | 10 | x
CC(C)CCN1CCC2(C1)C(=NC1CCCCC1)NC(=O)N2c1cccnc1 (centres undefined) | u | i | x | 3% | i | 1 | u
Cc1cc(C)c(NC(=O)C(C)n2nnc3sc4c(c3c2=O)CCCC4)c(C)c1 (centres undefined) | 16% | x | x | 12% | x | -10 | x
CC[C@H]1CN(C(=O)Nc2cccc(C(F)(F)F)c2)CC[C@H]1CC(=O)NCc1ccccc1 | 3% | u | -5% | 1% | -19% | -3 | -8%
CCNC(=O)N1CCCC(c2nc(-c3cccnc3)no2)CCNC(=O)CC1 (centres undefined) | u | -6% | -2% | -85% | 1% | 6 | -6%
COCCNC(=O)c1ccc2c(c1)N(C)C(CC(=O)NCC(C)(C)C)CO2 (centres undefined) | 10% | -12% | 2% | -20% | u | 6 | -17%
Cc1ccc(CNC(=O)[C@H]2CCC[C@@H](O)C2)c2cccnc12 | 10% | 0% | 0% | 11% | -12% | 21 | -19%
Cc1cc(Nc2cccc(Cl)c2)nc2ccc(NC(=O)c3ccc(F)cc3Cl)cc12 | -25% | x | x | -15% | x | 26 | x
COCCN1CCCC2(CCN(C(=O)CCn3ccc(C)n3)C2)C1=O (centres undefined) | -10% | 1% | 3% | u | -2% | -2 | i
CC1CCCCN1Cc1c(O)ccc2c(=O)c(-c3ccccc3)coc12 (centres undefined) | 3% | x | x | -2% | x | 23 | x
C[C@H](O)c1onc(-c2ccc(F)cc2)c1C(=O)N1CCC1 | 3%[87.6 µM] | -2%[88.5 µM] | 0%[230 µM] | 0%[87.6 µM] | -2%[230 µM] | -3 | -2%[230 µM]
Cc1ccccc1COC1CN(C(=O)C2CC(=O)N(C(C)(C)C)C2)C1 (centres undefined) | 0% | 3% | 5% | 1% | -11% | 7 | -11%
COc1ccc(CNC(=O)C[C@@H]2CCNC[C@@H]2Cc2cc(C(C)(C)C)on2)cc1 | -14%[87.6 µM] | 0%[88.5 µM] | 11%[172 µM] | -20%[87.6 µM] | u | -12 | -27%[138 µM]
COc1ccc(-c2ccc(C(=O)NC3CCCCC3)c(Cl)c2)nn1 | x | x | x | x | u | -3 | -30%
Cc1nn(-c2ccccc2)c2c1C(C1CC1)N(C1CCN(Cc3ccc(C(F)(F)F)cc3)CC1)C2=O (centres undefined) | x | x | x | x | i | -1 | -2%

Reformatted as labelled records: entries from further up.
Cc1ccc(CNC(=O)[C@H]2CCC[C@@H](O)C2)c2cccnc12
  HEK293 viab: 10%	GPT2 inhibitor: 0%	FLuc inh: 0%	SNCA expr inhib: 11%	HEK cytotox: -12%	IP6K1 inh: 21	3T3 cytotox: -19%

Cc1cc(Nc2cccc(Cl)c2)nc2ccc(NC(=O)c3ccc(F)cc3Cl)cc12
  HEK293 viab: -25%	GPT2 inhibitor: x	FLuc inh: x	SNCA expr inhib: -15%	HEK cytotox: x	IP6K1 inh: 26	3T3 cytotox: x

COCCN1CCCC2(CCN(C(=O)CCn3ccc(C)n3)C2)C1=O (centres undefined)
  HEK293 viab: -10%	GPT2 inhibitor: 1%	FLuc inh: 3%	SNCA expr inhib: u	HEK cytotox: -2%	IP6K1 inh: -2	3T3 cytotox: i

New compounds follow:
compound | HEK293 viab | GPT2 inhibitor | FLuc inh | SNCA expr inhib | HEK cytotox | IP6K1 inh | 3T3 cytotox
CCOc1ccc(-c2nonc2NC(=O)c2oc3ccc(C)cc3c2C)cc1OCC | 3% | x | x | -1% | x | -4 | x
CCN1c2cc(C(=O)Nc3ccc(C)cc3Cl)ccc2C(=O)N2CCCCCC21 (centres undefined) | u | -3% | -25% | -19% | 50µM* | -16 | u
Cc1cnn(-c2cc(N3CCC(n4cc(C5CCCC5)nn4)CC3)ncn2)c1 | -3% | -6%[11.5 µM] | -12% | 11% | 45µM* | 14 | u
COc1cccc(NC(=O)N[C@H]2CCN(C(=O)C=C(C)C)[C@@H]2C(=O)N[C@@H](Cc2cccs2)C(N)=O)c1 | 1% | i | -7% | u | 0% | -9 | -8%
COc1ccc(-c2noc([C@@H]3CCCN3C(=O)c3cc(F)ccc3F)n2)cc1OC | -2% | i | 0% | 14% | u | 3 | -28%
COc1cc(C(O)C(=O)O)ccc1O (centres undefined) | 2% | -14% | x | 11% | x | x | x
COc1cc2c(cc1CN1CCC3(CCCNC3)C1)OCCCO2 (centres undefined) | -5% | u | -1% | -3% | -20% | 14 | -17%
COc1ccc(NC(=O)c2c(NC(=O)c3ccc(Br)cc3)sc3c2CCCC3)cc1 | u | x | x | u | x | 5 | x
Cc1cc(C)cc(N2CCn3c2nc2c3c(=O)n(C/C=C/c3ccccc3)c(=O)n2C)c1 | -3% | x | x | 13% | x | 23 | x

A portion of the library, so the mix of outcomes need not match the whole.
